Screening data deposited in PubChem by several laboratories.
PostGolgi yeast – growth inhibition of a yeast mutant, post-Golgi transport screen; post-Golgi transport phenotypic cell assay; inhibition, % at 10 µM; 0.9% of 98,000 active;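 note: yeast cells grown in 1536-well plates; yeast grown about 18 h at 30C before absorbance read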
Ecoli WT expand – blocks growth of wild type E. coli BW25113. 0.15% of 98,000 active. growth inhibition, % at 100 µM. OD600 absorbance. AID 710;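 active = growth inhibition above about 50% at one test dose, limit read from the data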;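 note: growth measured after 20 h incubation at 37 °C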
LYP inh 2 – LYP (human) phosphatase inhibition | inhibition, % at 2 µM | AID 640 | Q9Y2R2 | 0.21% of 96,000 active | recombinant LYP catalytic domain, DiFMUP fluorescence;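 active = inhibition at 2 µM at or above a set limit, the screen mean plus 3 SD, cut at about 24% in these data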;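 note: 0% = DMSO with enzyme and 100% = enzyme fully blocked by orthovanadate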
PTK2B oligo ant – antagonists of human Pyk2 oligomerization | Q14289 | Q293 cells, Pyk2 FERM NanoBiT luminescence; active compounds read low | z-score (the deposit names both 25 µM and 10 µM) | 0.83% of 99,000 active | AID 1347419;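 active = Z-score of -3 or lower, scaled per plate to the spread of control and sample wells; inactive = z-score above -3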;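 note: negative z-score means lost luminescence so less FERM oligomerization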
CYP2C9 activ – increases human cytochrome P450 2C9 activity. recombinant CYP2C9, luciferin-H conversion, luminescence; active compounds read high; factor 1 = untreated enzyme, 0 = blocked. 1.4% of 96,000 active. P11712. activation factor at 5 µM;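 active = activation factor of 2 or more for CYP2C9 at a 5 µM dose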;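 note: 0 = sulfaphenazole-blocked wells and 1 = vehicle-only wells; values of inactives mirror those of a sister screen read the other way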
Target sequence (P11712 whole entry, looked up): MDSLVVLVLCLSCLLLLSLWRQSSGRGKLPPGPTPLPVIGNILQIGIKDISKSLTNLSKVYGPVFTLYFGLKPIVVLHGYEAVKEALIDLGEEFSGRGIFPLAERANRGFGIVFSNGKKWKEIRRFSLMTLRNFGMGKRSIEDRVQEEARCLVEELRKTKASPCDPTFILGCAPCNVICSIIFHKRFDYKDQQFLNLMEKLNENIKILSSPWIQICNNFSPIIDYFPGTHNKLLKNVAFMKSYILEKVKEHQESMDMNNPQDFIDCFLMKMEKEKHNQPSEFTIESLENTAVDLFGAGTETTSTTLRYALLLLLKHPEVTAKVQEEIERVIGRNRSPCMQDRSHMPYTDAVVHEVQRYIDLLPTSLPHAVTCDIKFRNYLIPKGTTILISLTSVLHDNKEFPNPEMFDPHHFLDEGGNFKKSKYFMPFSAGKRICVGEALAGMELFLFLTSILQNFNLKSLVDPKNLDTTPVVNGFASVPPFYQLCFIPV
hDAT+cocaine – human DAT dopamine uptake with cocaine, either direction; LLC-PK1 hDAT cells, [14C]-dopamine uptake with cocaine IC80; actives deviate in either direction; 1.3% of 110,000 active; B-score at 10 µM;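 active = Z score or B-score, a plate-position-corrected score, falls beyond the plate's 99.7% confidence bounds, in either direction; inactive = both scores lie inside the 99.7% bounds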;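 note: scored against the spread of the other compound wells on the same plate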
Target sequence (Q01959 whole entry, looked up): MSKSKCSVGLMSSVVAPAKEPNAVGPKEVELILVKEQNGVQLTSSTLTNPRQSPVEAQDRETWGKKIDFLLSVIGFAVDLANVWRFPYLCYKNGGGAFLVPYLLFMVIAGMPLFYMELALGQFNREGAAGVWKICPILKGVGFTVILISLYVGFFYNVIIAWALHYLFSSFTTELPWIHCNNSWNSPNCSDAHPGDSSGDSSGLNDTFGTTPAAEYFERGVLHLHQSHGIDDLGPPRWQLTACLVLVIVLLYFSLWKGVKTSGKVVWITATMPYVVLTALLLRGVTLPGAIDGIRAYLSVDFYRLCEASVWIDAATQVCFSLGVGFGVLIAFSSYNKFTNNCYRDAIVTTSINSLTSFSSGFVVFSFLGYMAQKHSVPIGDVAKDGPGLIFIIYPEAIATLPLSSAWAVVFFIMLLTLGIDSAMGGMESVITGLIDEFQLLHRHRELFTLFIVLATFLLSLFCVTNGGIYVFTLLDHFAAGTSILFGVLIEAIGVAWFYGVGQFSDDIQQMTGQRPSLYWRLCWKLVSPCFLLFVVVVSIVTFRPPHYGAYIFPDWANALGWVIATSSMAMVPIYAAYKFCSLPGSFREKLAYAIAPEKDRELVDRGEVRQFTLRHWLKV
PostGolgi ctrl – yeast control strain growth, post-Golgi counter-screen; efflux-deficient yeast background strain, growth absorbance A615, 16 h; inhibition, % at 10 µM; 5% of 98,000 active
LYP act – increases human PTPN22 phosphatase activity; activation, % at 2 µM; 0.11% of 96,000 active; AID 697; Q9Y2R2; recombinant LYP, DiFMUP fluorescence; 0 = plate median, 100 = signal doubled;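 active = activation at 2 µM above a set limit, the mean plus 5 SD, cut at about 37% in these data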
CYP2C9 inhib – human CYP2C9 inhibition; 20% of 96,000 active; inhibition, % at 5 µM; AID 777; CYP2C9 Supersomes, luciferin-H conversion, luminescence; P11712;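 active = blocking of liver enzyme CYP2C9 beyond about 50% at 5 µM, limit read from the data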; note: values of inactives mirror those of a sister screen read the other way
Numbers without * were called inactive; nt = not tested or not shown. Cut-off read from the data, not from the text of the source, unless noted: active = inhibition above about 30%; inactive = the rest.

Values run as follows: PostGolgi yeast	Ecoli WT expand	LYP inh 2	PTK2B oligo ant	CYP2C9 activ	hDAT+cocaine	PostGolgi ctrl	LYP act	CYP2C9 inhib
- CCOC(=O)c1cnc(SCC)[nH]c1=O
  -16	-1	-15	0.48	1	-0.3	9	20	2
- CN(C)c1nn(C(=O)Nc2ccc(Cl)cc2Cl)cc1-c1ccccc1
  -3	17	2	-0.38	1.1	-0.49	4	2	-6
- O=C(Nc1ccc2c(c1)CCC2)c1cccc(S(=O)(=O)N2CCN(c3ccccc3)CC2)c1
  -2	1	-3	0.27	0.3	-0.55	-1	-1	68*
- CCCCN(CCCC)c1nc2ccccc2nc1C(C#N)C(=O)NCCCOC (centres undefined)
  -9	-12	-1	0.55	0.7	0.2	3	-2	28
- CCCOc1ccc(C(=O)N/N=C/c2ccc(-c3ccc(S(=O)(=O)Nc4ncccn4)cc3)o2)cc1
  -3	1	12	-0.02	0.8	0.76	6	-11	19
- COc1ccc(NC(=O)c2ccc(-n3nc(C)c[n+]3[O-])cc2)cc1
  0	0	nt	0.43	0.7	-0.14	7	nt	29
- Cc1cc(-c2ccco2)n(-c2ccccc2)n1
  2	3	nt	-0.33	0.9	-0.84	1	nt	6
- O=C(CSc1nc2ccccc2c(=O)n1-c1ccccc1)NCc1ccco1
  2	-2	1	0.14	0.8	0.48	8	-3	23
- CCOC(=O)c1c(NC(=O)c2ccn(CC)n2)sc2c1CCCC2
  7	-1	4	-1.3	0.3	-0.018	16	-1	68*
- CCC(=O)Nc1c(-c2cccs2)c(=O)c2ccccc2n1C
  -1	-20	7	0.47	0.9	0.37	4	-8	12
- Cn1c(=N)n(CC(O)c2ccccc2)c2ccccc21 (centres undefined)
  -3	6	2	-0.14	1.3	0.46	21	-1	-27
- O=C(CSc1nc2nc[nH]c2c(=O)[nH]1)NC1CCCCC1
  -15	0	-3	-0.09	1.1	-0.24	-5	2	-12
- O=C(c1ccc(N2CN(C(=O)c3ccco3)c3nc4ccccc4nc32)cc1)N1CCOCC1
  21	0	-3	0.27	0.9	0.93	-3	-1	5
- CCN(CC)CCCCOc1ccccc1OC
  -7	-3	-10	-0.16	1	-0.92	-1	8	0
- CCOC(=O)C1CCN(CC(O)COc2ccc(C(C)=O)cc2)CC1 (centres undefined)
  0	8	nt	nt	0.9	-0.078	-1	nt	6
- CCOC(=O)N1CCN(S(=O)(=O)c2ccc(C)cc2)C1c1ccccc1 (centres undefined)
  -5	6	-4	-0.8	0.3	0.12	11	1	70*
- O=C1CCCc2ccccc2N1Cc1c(Cl)cccc1Cl
  8	5	0	-0.91	0.1	-0.074	41*	4	91*
- CCOc1ccc(CCNc2nc3c(c(=O)n(C)c(=O)n3C)n2CC)cc1OCC
  6	-4	6	0.88	0.9	-0.035	1	-2	12
- O=[N+]([O-])c1ccc(CSc2nnc(-c3cnccn3)o2)cc1
  1	3	10	-0.59	0.7	-0.054	15	-10	31
- COc1ccc(C(=O)Nc2cccnc2)cc1
  -2	4	7	-0.38	1	-0.47	-1	-4	2
- CCOC(=O)c1cc(NC(=O)c2ccc(C)cc2)c(=O)oc1-c1ccccc1
  -2	-12	3	-1.7	1	-1.2	-2	0	-2
- CCCNC(=O)c1cccc(COCC(F)(F)C(F)F)c1
  7	5	-10	-0.16	0.7	-0.76	1	6	31
- Cc1cc(C)n(-c2nc3ccccc3c(=O)n2OCCOc2ccccc2)n1
  nt	nt	4	1.4	nt	0.73	nt	-1	nt
- Cc1cc(C)c(OCCCCCNCCO)c(C)c1
  2	-1	-13	0.23	0.1	-0.14	5	13	87*
- Cc1cccc(NC(=O)c2ccc3ccccc3n2)c1C
  -8	6	-3	0.07	1.1	-0.56	10	5	-9
- O=C(NCc1ccco1)C(c1ccccc1F)N(Cc1cccnc1)C(=O)Cn1nnc2ccccc21 (centres undefined)
  3	-3	nt	-0.19	0.9	0.11	6	nt	6
- COc1ccc(C2C(C#N)=C(N)SC(N)=C2C#N)cc1OC
  1	6	-6	1.1	0.9	-0.37	3	8	11
- CC1(C)CC(NC(=O)c2coc(=O)c(Br)c2)CC(C)(C)N1
  -5	2	5	0.3	0.9	-0.95	20	-8	13
- CCOCCCNCc1ccc(OC)cc1
  -5	-1	5	0.29	1	-1	12	-1	-4
- COc1ccc(-n2c(SCC(=O)Nc3ccc4c(c3)OCO4)nc3c(c2=O)SCC3)cc1
  -4	-10	-6	nt	0.4	2.6	13	6	58*
- O=C(Cc1c[nH]c2ccccc12)OCC(=O)c1ccccc1
  1	7	3	-0.67	2.2*	0.9	10	-1	-120
- CCN(CC)S(=O)(=O)c1ccc2c(c1)C(=NO)c1cc(S(=O)(=O)N(CC)CC)ccc1-2
  nt	nt	2	-3*	nt	0.93	nt	-1	nt
- CCCCN(CC)CCCNC(=O)c1cc2c(=O)n(C)c3ccccc3c2n1C
  5	-6	-11	nt	nt	0.52	4	10	nt
- COc1ccc2c(c1)CCc1c(C(=O)NC3CCCCC3)noc1-2
  -4	-8	nt	0.3	1	0.99	22	nt	-3
- CN(Cc1ccco1)C(=O)c1ccc(N2CCCC2=O)cc1
  -3	-2	-4	0.46	1	-0.4	8	2	-1
- CC(C)=CCC/C(C)=C/C=N/NC(=O)c1ccccc1[N+](=O)[O-]
  2	4	7	-0.88	0.6	0.24	16	-2	41
- CCOc1cccc(-c2nnc3sc(COc4ccc(Cl)cc4)nn23)c1
  -4	-11	4	0.94	0.8	0.18	5	-4	20
- CCOC(=O)c1c(C)nc2sc3c(=O)n(-c4ccc(C(C)=O)cc4)cnc3c2c1-c1ccc(OC)cc1
  -4	-10	4	0.35	0.2	-0.19	15	0	76*
- CCN(CC)c1ccc(NC(=O)CC2Oc3ccccc3NC2=O)c(C)c1 (centres undefined)
  -4	-2	-28	nt	1.3	-0.17	6	25	-28
- O=C(Cn1ncc2ccccc21)N1CCN(c2cccc(C(F)(F)F)c2)CC1
  nt	nt	6	-0.61	nt	-0.24	nt	-2	nt
- Cc1ccc(NCc2cccnc2)cc1
  -3	10	0	-0.52	0.6	0.42	3	2	38
- CCn1c(=NC(=O)c2ccco2)sc2cccc(F)c21
  9	0	-4	nt	1	-0.054	7	4	-2
- Cn1c(=O)n(C)c2cc(C(=O)c3ccccc3)ccc21
  -3	4	-1	1.8	1	0.6	-3	-1	2
- CCn1c(Cc2ccc(OC)cc2)nnc1SCC(=O)N1CCN(c2ccccc2)CC1
  -7	6	-10	1.3	0.6	nt	16	10	38
- CN1CCc2c(c3c(n2C)CCN(C)[C@@H]3c2cccnc2)[C@H]1c1cccnc1
  -3	-8	7	nt	1	nt	5	-4	3
- O=S(=O)(NCc1cccnc1)c1cccc2nsnc12
  6	-7	-10	-0.39	1.1	-0.031	13	7	-6
- CC(C)N(O)C(=O)NC(C)(C)C
  4	-7	-2	0.12	0.9	0.55	-4	1	8
- CC(=O)Oc1ccc(C(=O)Nc2nccs2)cc1
  3	-9	7	nt	1	-1.5	0	-8	1
- O=C(OCc1nnc(-c2ccc(Cl)cc2)o1)c1ccncc1
  15	5	8	0.36	0.3	-0.27	3	-10	67*
- Cc1nnc(N2C(=O)C(O)=C(C(=O)c3ccco3)C2c2ccc(F)cc2)s1 (centres undefined)
  -2	-2	0	nt	0.5	0.41	4	-2	45

Records listed above that bear a hit mark in PTK2B oligo ant.
structure,LYP inh 2,PTK2B oligo ant,CYP2C9 activ,hDAT+cocaine,LYP act,CYP2C9 inhib
CCN(CC)S(=O)(=O)c1ccc2c(c1)C(=NO)c1cc(S(=O)(=O)N(CC)CC)ccc1-2,2,-3*,nt,0.93,-1,nt

(next part)
Values run as follows: PostGolgi yeast	Ecoli WT expand	LYP inh 2	PTK2B oligo ant	CYP2C9 activ	hDAT+cocaine	PostGolgi ctrl	LYP act	CYP2C9 inhib
- COC(=O)c1cc(NC(=O)CC2C(=O)NCCN2C(=O)c2ccccc2)cc(C(=O)OC)c1 (centres undefined)
  4	-2	1	-0.65	0.7	-0.33	-2	2	27
- CCCS(=O)(=O)N1CCCC(C(=O)NCc2ccco2)C1 (centres undefined)
  5	5	-4	-0.97	1	-1.7	4	4	1
- O=C(/C=C/c1ccco1)NC(=S)Nc1ccccn1
  -4	8	-2	0.69	0.8	-0.095	5	2	19
- Cc1ccc(N(CC(=O)NC2CCC(C)CC2)S(=O)(=O)c2cccnc2)cc1 (centres undefined)
  -5	1	-14	nt	0.7	-1	13	12	26
- CC(=O)c1ccc(NC(=O)Nc2cccc(Cl)c2)cc1
  5	52*	-7	-0.02	0.8	-3.9*	14	8	24
- Cc1cc(C)cc(NC(=O)C/C(N)=N/O)c1
  -4	-3	-4	2.1	1	0.41	13	9	1
- O=C(CS(=O)(=O)c1ccccc1)N1CCCCCC1
  2	0	6	-0.36	1.1	-0.33	-2	-7	-11
- O=C(O)CCN=C1CCc2ccccc2N1
  2	1	2	nt	1	nt	20	0	4
- O=C(CC(c1ccco1)C1CCCCC1=O)c1ccccc1 (centres undefined)
  -5	-6	-8	-0.48	0.3	-0.065	12	9	74*
- COCCCNCCCOc1ccc(Cl)cc1Br
  14	9	11	0.1	1.1	-0.072	6	-8	-14
- COc1cccc(-n2nnc3c(=O)n(Cc4cccc(F)c4)cnc32)c1
  nt	nt	8	-0.57	1.2	-0.65	nt	-6	-18
- CCC(C)NC(=O)CCCc1ccccc1 (centres undefined)
  -2	5	-5	-0.14	1.2	-0.47	28	4	-17
- CCOC(=O)c1c(C)nc2c(c1C)/C(=N/O)CC(C)(C)C2
  10	-8	6	-1.2	0.5	-0.043	3	-8	54*
- Cc1ccc(S(=O)(=O)N2C(=O)C(c3ccccc3)SC2=Nc2ccccc2)cc1 (centres undefined)
  2	-6	-3	-0.01	0.8	0.44	20	0	21
- O=C(Nc1ncc(Cc2cccc(Cl)c2Cl)s1)c1ccc([N+](=O)[O-])cc1
  2	-12	13	-1.5	0.9	0.71	17	-12	10
- COc1ccc(C2CC(=O)c3c(ccc4ccccc34)N2)cc1OC (centres undefined)
  -1	16	-7	0.16	0.7	nt	3	10	32
- CCS(=O)(=O)N1CCN(C(=O)COc2ccc(-c3ccccc3)cc2)CC1
  5	-8	5	0.27	1	-0.52	11	-4	-1
- O=C(NCc1ccccc1F)C1CCCN1C(=O)NCc1ccccc1 (centres undefined)
  7	5	-5	0.53	1	0.31	0	2	2
- Cc1nc(NC2=NCN(C3CCCCC3C)CN2)nc2ccccc12 (centres undefined)
  6	-2	0	nt	0.9	1.3	8	-3	6
- CCOC(=O)Cc1csc(NC(=O)Nc2ccccc2)n1
  nt	nt	-3	1.2	nt	-0.047	nt	0	nt
- Cc1ccc(Nc2nc(C(=O)NCc3ccco3)cs2)cc1
  16	-1	4	-0.73	0.1	-0.03	3	-7	91*
- CCn1c(SCC(=O)N2CCCCC2C)nnc1-c1ccc(S(=O)(=O)N2CCN(C)CC2)cc1 (centres undefined)
  -1	-2	2	-0.02	0.9	0.52	-2	-1	6
- CC1(C)Cc2c(c(N3CCOCC3)nc3sc4c(=O)[nH]cnc4c23)CS1
  15	-4	-4	0.5	0.8	-0.027	26	1	24
- O=C(Nc1cccc(NC(=O)c2ccc(-c3ccc(Br)cc3)o2)c1)c1ccco1
  nt	nt	15	-2.3	nt	0.0045	nt	-16	nt
- Fc1ccc(Cn2nnnc2CN2CCc3ccccc3C2)cc1
  -4	8	nt	-0.77	0.5	-0.24	7	nt	47
- CCc1cccc(CC)c1-n1c(SCn2nnc3ccccc3c2=O)nnc1-c1cccnc1
  -1	-13	-12	-2.4	0.1	0.19	8	10	93*
- Cc1nn(CC2CCCCC2)c(N)c1-c1ccccc1
  12	3	8	0.73	0.1	-0.064	4	-5	92*
- CCOC(=O)C1=C(CSc2nc(C)cc(C)c2C#N)OC(N)=C(C#N)C1c1cccs1 (centres undefined)
  1	12	-1	nt	0.6	0.31	13	0	42
- Nc1ccc(C(=O)c2ccc3c(c2)OCCO3)cc1N
  nt	nt	0	-0.13	nt	-1.3	nt	2	nt
